High-throughput results: PubChem, several laboratories
S1P4 ag = human S1P4 receptor agonism; O95977; S1P4-expressing cell line, agonist reporter assay; activation, % at 4.98 µM; 0.35% of 220,000 active; in the data active = activation above about 11%;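 note: 0% = DMSO vehicle and 100% = reference agonist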
NPY-Y2 PAM-ag = human NPY-Y2 potentiation or agonism, primary screen; P49146; cells expressing NPY-Y2, potentiator/agonist read-out; activation, % at 3.6 µM; 0.45% of 220,000 active; in the data active = activation above about 27%;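 note: cells stimulated with NPY near EC25 plus isoproterenol at EC100; 0% = vehicle plus submaximal agonist and 100% = vehicle plus saturating agonist; some results beyond the cut were filed as inactive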
Target sequence (P49146 whole entry, looked up): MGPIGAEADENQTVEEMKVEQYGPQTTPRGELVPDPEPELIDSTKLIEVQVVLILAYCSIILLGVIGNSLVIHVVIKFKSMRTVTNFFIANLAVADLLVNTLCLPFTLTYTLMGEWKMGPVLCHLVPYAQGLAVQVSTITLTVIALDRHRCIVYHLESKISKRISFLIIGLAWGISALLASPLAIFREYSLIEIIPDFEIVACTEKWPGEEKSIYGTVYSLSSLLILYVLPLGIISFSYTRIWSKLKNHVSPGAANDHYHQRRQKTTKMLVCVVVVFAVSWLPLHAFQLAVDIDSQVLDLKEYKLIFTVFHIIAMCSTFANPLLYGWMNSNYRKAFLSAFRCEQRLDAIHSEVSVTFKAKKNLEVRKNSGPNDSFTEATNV
NPY-Y1 PAM-ag = human NPY-Y1 potentiation or agonism, primary screen; P25929; NPY-Y1 expressing cells, potentiator/agonist activation; activation, % at 3.6 µM; 0.37% of 220,000 active; in the data active = activation above about 33%, passing the limit was not always enough;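 note: cells stimulated with NPY at EC10 then isoproterenol at EC100; 0% = low agonist plus stimulus and 100% = saturating agonist plus stimulus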
Target sequence (P25929 whole entry, looked up): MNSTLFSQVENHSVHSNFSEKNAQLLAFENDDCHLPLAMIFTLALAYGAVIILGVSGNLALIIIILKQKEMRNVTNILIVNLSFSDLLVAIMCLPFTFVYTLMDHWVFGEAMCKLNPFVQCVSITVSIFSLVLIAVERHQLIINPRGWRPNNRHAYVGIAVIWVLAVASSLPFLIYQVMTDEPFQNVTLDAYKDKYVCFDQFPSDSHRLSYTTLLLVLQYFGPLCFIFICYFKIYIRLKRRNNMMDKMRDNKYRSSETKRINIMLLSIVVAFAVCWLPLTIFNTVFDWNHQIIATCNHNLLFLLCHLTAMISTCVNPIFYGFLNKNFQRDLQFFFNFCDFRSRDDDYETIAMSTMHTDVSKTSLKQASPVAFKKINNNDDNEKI
Runt-CBFb FRET = Runt domain-CBFb interaction inhibition; Q01196+Q13951; Cerulean-Runt/Venus-CBFb FRET ratio 530/480, 1 h; inhibition, % at 20 µM; 0.46% of 220,000 active; AID 1496;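 active = inhibition over about 50% at 20 µM in the single-dose screen, limit read from the data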;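 note: 0% = DMSO wells and 100% = excess unlabeled CBFb competitor control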
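Reagent – Venus-CBFb binding partner, 100 nM · Assay system – Cerulean-tagged RUNX1 Runt domain (FRET donor) fusion protein · Input – 100 nM per protein · Incubation – two 1 h room-temperature incubations shielded from light · Measured by – FRET fluorescence · Medium – Tris buffer pH 7.5 with salts and BSA · Benchmarks – unlabeled CBFb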
Ba/F3 V617F tox = lowers viability of Ba/F3 cells expressing EpoR and JAK2V617F | ATP luminescence | 1.1% of 220,000 active | inhibition, % at 5.6 µM | AID 1446;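 active = inhibition above the campaign mean plus 3 SD over all tested compounds, cut at about 24% in these data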;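 note: cytokine-independent growth of Ba/F3 cells driven by EpoR plus mutant JAK2; 0% = DMSO-treated cells and 100% = JAK inhibitor I control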
RBBP9 inh = human RBBP9 hydrolase inhibition; O75884; recombinant RBBP9, FP-Rh probe fluorescence polarization; inhibition, % at 7.94 µM; 0.2% of 220,000 active; AID 1515;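 active = inhibition above the campaign mean of all tested compounds plus 3 SD, cut at about 14% in these data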;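 note: plate controls were DMSO wells with RBBP9 for no effect and wells lacking RBBP9 protein for full effect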
Target sequence (O75884 whole entry, looked up): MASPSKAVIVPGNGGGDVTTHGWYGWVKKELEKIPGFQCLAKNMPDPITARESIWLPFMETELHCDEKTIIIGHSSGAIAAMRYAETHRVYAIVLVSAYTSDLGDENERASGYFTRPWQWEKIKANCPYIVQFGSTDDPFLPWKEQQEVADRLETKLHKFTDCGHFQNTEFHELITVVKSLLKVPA
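Test system – recombinant human RBBP9 · Input – RBBP9 2.5 µM in dispensing solution, pre-mixing · Medium – Tris buffer pH 8.0, NaCl, Pluronic · Schedule – preincubation 30 min plus labeling 45 min at 25 °C · Measured by – fluorescence polarization · Measure – % inhibition · Controls – DMSO and no-protein wells · Replicates – one well per compound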
NPY Y1 blocker = antagonists of human neuropeptide Y receptor Y1 | P25929 | HEK293-CNG Y1 cells, membrane potential fluorescence; NPY at EC95, then isoproterenol | inhibition, % at 3.6 µM | 1% of 200,000 active | AID 1040;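 active = inhibition above the campaign mean inhibition of all tested compounds plus 3 SD, cut at about 20% in these data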;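 note: 0% = DMSO wells given NPY plus isoproterenol and 100% = isoproterenol alone without NPY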
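Material: HEK293 cells co-expressing NPY Y1 receptor and cyclic-nucleotide gated channel. Timing: compound incubation 1 h at room temperature, readout 45 min post-stimulation. Signal: fluorescence, membrane potential probe.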
S1P4 antag = human S1P4 receptor antagonism; S1P4-expressing cells, antagonist mode, reporter read-out; O95977; inhibition, % at 4.98 µM; 0.26% of 220,000 active; in the data active = inhibition above about 29%;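 note: 0% = wells stimulated with agonist and 100% = vehicle wells without agonist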
BaF3 tox = counter-screen for JAK2V617F inhibitors: parental Ba/F3 viability inhibitors; CellTiter-Glo ATP luminescence; 1.1% of 220,000 active; inhibition, % at 5.6 µM;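 active = inhibition above a per-campaign cutoff, the mean inhibition of all tested compounds plus 3 SD, cut at about 27% in these data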;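 note: 0% = DMSO wells and 100% = JAK Inhibitor I control wells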
The depositor's hits bear a star; / = no result given.

nr	molecule	S1P4 antag	NPY-Y1 PAM-ag	BaF3 tox	NPY-Y2 PAM-ag	RBBP9 inh	S1P4 ag	Ba/F3 V617F tox	Runt-CBFb FRET	NPY Y1 blocker
1	Cc1cccc(Nc2nc(N)nc(CN3CCN(C)CC3)n2)c1	5	9	4	14	3	0.1	-3	2	7
2	CCCNC(=O)COC(=O)c1ccccc1OCC(=O)Nc1ccc(Br)cc1	7	14	4	-6	-11	0.5	-2	0	3
3	COCCNC(=O)c1cc(-c2cccs2)on1	13	9	3	-12	-4	0.9	1	1	2
4	O=C(Nc1ccccc1Cc1ccccc1)c1oc2ccccc2c1COc1ccccc1	-1	-16	5	6	-13	0.1	2	2	5
5	Cc1cc(SCC(=O)Nc2cccc(S(N)(=O)=O)c2)c(C)cc1Br	-8	10	6	2	-6	0.2	2	-1	-5
6	COc1ccc(NC(=S)Nc2cccc([N+](=O)[O-])c2)cc1	0	-6	6	-5	0	-2.2	0	1	3
7	Cc1cc2ccccc2c(=O)n1CC(=O)NCC1COc2ccccc2O1 (centres undefined)	-14	-18	4	3	-5	2.4	0	1	0
8	O=C(N/N=C/C=C\c1cccc([N+](=O)[O-])c1)c1cccnc1	8	19	2	0	-3	0.6	0	-1	/
9	Cc1ccnc2nc(C(=O)Nc3nnc(-c4ccccc4)o3)nn12	-21	-3	4	-3	2	1.5	1	0	-1
10	C#CCNC(=O)C1=C[C@@H](c2cn(C(C)=O)c3ccccc23)C[C@@H](OCCCCO)O1	11	-7	0	-21	-4	-1.8	1	-2	0
11	COc1ccc(CCC(=O)OCC(=O)c2ccc(C)cc2)cc1	1	-29	6	-12	-7	1.3	2	-4	8
12	COCc1[nH]nc2c1C(c1ccccc1F)C(C#N)=C(N)O2 (centres undefined)	-11	4	4	5	3	-1.8	-5	0	-2
13	CCC(CC)C(=O)Nc1c2cnn(-c3ccccc3)c2nc(=O)n1-c1ccccc1	2	18	2	22	-3	-0.4	-1	-2	-4
14	COc1ccc(CC(CC(=O)O)C(=O)Nc2ccc(OC)cc2)cc1 (centres undefined)	-16	-26	-1	-12	-2	-0.6	-4	4	15
15	O=C(C1CC(c2cccc(Br)c2)=NO1)N1CCc2ccccc2C1 (centres undefined)	-7	-6	3	-14	-7	-0.3	1	-2	11

Full records from above:
`Cc1cc2ccccc2c(=O)n1CC(=O)NCC1COc2ccccc2O1` (centres undefined) as listed: S1P4 antag = -14; NPY-Y1 PAM-ag = -18; BaF3 tox = 4; NPY-Y2 PAM-ag = 3; RBBP9 inh = -5; S1P4 ag = 2.4; Ba/F3 V617F tox = 0; Runt-CBFb FRET = 1; NPY Y1 blocker = 0
`CCCNC(=O)COC(=O)c1ccccc1OCC(=O)Nc1ccc(Br)cc1` as listed: S1P4 antag = 7; NPY-Y1 PAM-ag = 14; BaF3 tox = 4; NPY-Y2 PAM-ag = -6; RBBP9 inh = -11; S1P4 ag = 0.5; Ba/F3 V617F tox = -2; Runt-CBFb FRET = 0; NPY Y1 blocker = 3

(list continues)
nr	molecule	S1P4 antag	NPY-Y1 PAM-ag	BaF3 tox	NPY-Y2 PAM-ag	RBBP9 inh	S1P4 ag	Ba/F3 V617F tox	Runt-CBFb FRET	NPY Y1 blocker
16	CCOC(=O)CSc1cc(CS(=O)c2ccc(Cl)cc2)nc(-c2ccccc2)n1 (centres undefined)	4	-8	7	4	-9	-2.2	-1	-5	8
17	Cc1occc1C(=O)N/N=C/c1cccnc1	-11	1	0	-4	5	-1.9	-8	-1	11
18	Cn1c(=S)[nH]c2[nH]c(=O)cnc2c1=O	-15	11	4	13	-10	-0.8	3	-86	6
19	CC(C)CNC(=O)c1cccc(NC(=O)CSc2ccccc2)c1	-14	-28	4	4	-6	1.3	0	3	0
20	Cc1noc(C)c1COC(=O)C(c1ccccc1)c1ccccc1	-14	4	6	-1	-4	0.9	2	0	0
21	CCNC(=O)COC(=O)c1cccc(Br)c1	-5	2	-1	-7	1	0.1	-1	2	/
22	O=C(NCc1ccco1)c1cc([N+](=O)[O-])ccc1N1CCCCC1	10	-7	4	-2	-5	1.2	1	-5	17
23	COC(=O)c1ccc(-n2nc(C(F)(F)F)c3c2-c2ccoc2CC3)cc1	-17	-25	5	-8	-8	-3.5	-6	1	18
24	O=C(NN=C1C2CC3CC(C2)CC1C3)c1ccccc1O	3	-4	-3	8	-9	0.4	-4	0	/
25	COc1ncnc2c1NC(=O)CS2	-13	-12	4	15	4	-2.1	-3	0	6
26	N#CCC(=O)Nc1ccc(C(=O)Nc2cccnc2)cc1	8	5	-4	-20	-7	-1.1	-2	4	/
27	COc1cccc(/C(O)=C2/C(=O)C(=O)N(CCCN3CCOCC3)C2c2ccncc2)c1 (centres undefined)	0	-18	2	-1	3	-0.5	-3	-6	7
28	CCSc1nnc(NC(=O)c2ccc3c(c2)OCO3)s1	-13	-14	93*	14	-5	-3.1	-1	-2	-4
29	Cc1c(NC(=S)NC(=O)Cc2ccccc2)cccc1C(=O)O	-6	2	8	6	-1	1.5	2	0	0
30	O=C(COc1ccc(Cl)cc1[N+](=O)[O-])N1CCCCCC1	-12	5	1	11	3	2.5	-2	1	-1
31	COc1ccc(C(=O)Nc2nc3ccccc3[nH]2)cc1S(=O)(=O)N1CCCC1	-17	-37	7	0	5	1.4	0	0	-3
32	O=C(Cc1ccccc1)NCC1OCCc2ccccc21 (centres undefined)	-5	6	5	-5	-10	0.4	3	1	-1
33	CN1CCN(C(=O)CCN2C(=O)/C(=C/c3ccccc3Cl)SC2=S)CC1	-20	11	5	0	-13	2.1	-1	-1	5
34	CN(C)c1nc(C(=O)O)nc(N2CCOCC2)n1	-8	2	-1	14	-6	1.5	-2	0	/
35	Cn1c(=O)c2[nH]c(CNc3ccc(C(=O)O)cc3)nc2n(C)c1=O	7	-8	-2	3	2	-0.2	-3	2	/
36	O=C(CC1Sc2ncnn2C1=O)Nc1ccc(Cl)cc1 (centres undefined)	7	12	2	8	-4	2.5	0	22	-3
37	Cc1ccc(C)c(CN2C(=O)C3CCCN3c3ccc(S(=O)(=O)N4CCOCC4)cc32)c1 (centres undefined)	-25	16	5	0	-2	0.1	-2	-1	-6
38	Cc1csc(NC(=O)c2ccccc2C(=O)O)n1	-25	-5	3	-7	-6	1.9	3	1	-1
39	CCCC(=O)Oc1ccc2c(C)cc(=O)oc2c1	-13	-9	2	7	-6	5.3	-6	8	5
40	CCCC(C)NC(=O)CSc1nc2ccc(C)cc2[nH]1 (centres undefined)	-7	-18	3	-13	-8	0.5	0	-2	-2
41	C=CCCc1ccc(C#N)c(SCc2c(C(=O)OCC)c3cc(OC(C)=O)c(Br)cc3n2C)n1	-7	-13	9	-7	-1	2.5	5	0	2
42	COCCNC(=O)c1c[nH]c2ccc(OC)cc2c1=O	-4	8	4	13	1	0.4	2	0	-1
43	O=C(COc1ccc(Cl)cc1[N+](=O)[O-])N1CCCCC1	-10	-7	1	-18	0	1.5	-1	-2	1
44	CCCCOc1ccc(/C(O)=C2/C(=O)C(=O)N(Cc3cccnc3)C2c2ccncc2)c(C)c1 (centres undefined)	-7	-30	5	-13	-9	3.3	0	-5	1
45	CC(=O)NC(C)C(c1cccs1)N1CCN(c2ccccc2)CC1 (centres undefined)	-13	10	2	6	-1	3.5	-1	-1	2
46	COc1ccc(OC)c(N/C(=N/C(=S)Nc2ccccc2)Nc2nc(C)cc(C)n2)c1	3	12	4	0	2	-1.1	-6	8	/
47	Cc1ccc(N2CC(C(=O)OCc3ccccc3F)CC2=O)cc1 (centres undefined)	-4	2	5	-18	0	-1.2	2	-2	-3
48	C/C(=N\Nc1nc(N2CCCCC2)nc(N2CCOCC2)n1)c1cccs1	2	-3	3	2	-8	-1.0	1	0	-2
49	CCN(CC)C(=O)CSc1nc2cc3c(cc2c(=O)n1Cc1ccco1)OCO3	-14	-8	8	0	-6	2.0	6	-1	-2
50	CCCc1nn2c(=O)c(C(c3ccc(C)cc3)c3c(O)nc4sc(CCC)nn4c3=O)c(O)nc2s1	-4	-9	3	-3	-4	2.0	2	0	12
51	S=C1NCN(C2CCCCC2)CN1Cc1ccccc1	-12	23	4	-3	-6	0.5	1	-6	-4
52	CC(CN1CCN(C)CC1)OC(=O)c1cccc(Cl)c1 (centres undefined)	10	10	-2	-11	5	1.5	1	-2	/
53	Cc1csc(NC(=O)CS(=O)(=O)c2ccccc2)n1	-8	-6	5	7	3	1.0	0	0	5
54	O=C(c1ccc([N+](=O)[O-])cc1)N(Cc1ccc(Br)cc1)N1C(=O)CCCC1=O	-7	-2	7	-4	-2	2.5	1	0	0
55	Cc1ccccc1N1C(=O)CC(Nc2ccc3c(c2)OCO3)C1=O (centres undefined)	-8	5	7	-3	4	-0.2	-1	9	2
56	Cc1cccc(C(=O)N(c2ccccn2)C(C)c2ccco2)c1 (centres undefined)	1	5	-1	1	0	-2.3	-5	-3	-3
57	COc1ccccc1N1C(=O)C2CC=CC(C)C2C1=O (centres undefined)	-26	-2	8	11	-6	1.0	-3	-5	-3
58	Cc1cc(NC(=O)c2cc(S(=O)(=O)N3CCCCC3)ccc2C)n(-c2ccccn2)n1	-25	4	3	6	-2	0.2	0	-4	1
59	CC(NC(=O)C1CCC1)c1ccc2c(c1)OCO2 (centres undefined)	-18	19	2	6	-2	0.0	-4	-2	-8
60	c1nc(NCC2(N3CCOCC3)CCCCC2)c2ccsc2n1	0	3	3	-14	-11	-0.2	3	0	3
61	CCC1(CC)C(=O)C(C)(C)C(=O)OC1c1cccs1 (centres undefined)	8	-13	5	-17	-9	2.4	5	0	-1
62	CCOC(=O)NC(=O)c1cn(CCNCCO)c(=O)[nH]c1=O	-5	-15	1	10	-3	-1.6	2	2	-1
63	O=C(c1cccc(C(=O)N2CCN(c3ccccc3F)CC2)n1)N1CCN(c2ccccc2F)CC1	-9	-21	1	-18	-4	-1.0	-1	-2	13
64	Cc1ccc(NC2=CC(=O)CCC2)cc1C	15	2	5	-2	-2	4.4	3	13	9
65	CCOC(=O)CSc1nc2cc(C(=O)N3CCCC3)ccc2c(=O)n1Cc1ccccc1	0	-23	3	-9	-11	0.5	3	-1	6
66	COc1ccc(NS(=O)(=O)c2cccc(C(=O)NNC(=O)c3cc(C)oc3C)c2)cc1	-7	19	4	0	0	1.6	-2	0	-3
67	Cn1c(C(C(=O)NCC2CCCO2)N(CCc2ccccc2)C(=O)Cn2nnc3ccccc32)nc2ccccc21 (centres undefined)	6	-2	3	-4	-9	3.3	1	-2	10
68	CCCc1cc(=O)oc2cc3occ(C)c3cc12	6	-25	0	-35	6	0.2	-1	1	16
69	O=c1c2ccccc2nnn1CSc1nnc(C2COc3ccccc3O2)n1-c1ccccc1 (centres undefined)	-5	-7	1	-1	-7	-0.5	-1	-4	4
70	c1cnc(N2CCSCC2)nc1	-7	-11	3	-21	7	1.4	4	0	6
71	CN(C)C(=O)C1(c2ccccc2)CCN(S(=O)(=O)c2ccccc2)CC1	-17	-7	4	-6	-6	-1.0	1	0	9
72	O=C(COC(=O)C1CCC(=O)N1)Nc1ccc(Cl)cc1Cl (centres undefined)	-26	18	6	15	-8	-0.5	2	0	-1
